GSTO1 counter = GSTO1 inhibition, counter-screen for RBBP9 inhibitors; recombinant GSTO1, activity-based probe fluorescence polarization; inhibition, % at 5.96 µM; actives 1.1% (n = 300,000); AID 1974;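 active means inhibition above the campaign mean inhibition plus 3 SD, cut at about 35% in these data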;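 further: 0% = GSTO1-1 with DMSO and 100% = wells lacking GSTO1-1 enzyme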
Fam108B counter = Fam108B inhibition, counter-screen for RBBP9 inhibitors; recombinant Fam108B, FP-Rh probe fluorescence polarization; inhibition, % at 9.51 µM; actives 0.33% (n = 300,000); AID 1947;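 active means inhibition above the screen mean inhibition plus 3 SD, computed separately per campaign, cut at about 18% in these data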;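 further: inhibitors lower polarization as less probe binds the enzyme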
PAFAH1B3 inh = blocks human PAF acetylhydrolase 1B catalytic subunit 3; Q15102; recombinant PAFAH1B3, FP-rhodamine probe, fluorescence polarization; inhibition, % at 3.39 µM; actives 0.28% (n = 340,000); AID 492972;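 active means inhibition above the screen-wide average of all tested compounds plus 3 SD, cut at about 25% in these data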;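 further: 0% = enzyme with DMSO only and 100% = wells lacking PAFAH1B3 protein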
PAFAH2 FP inh = PAFAH2 (human) inhibition | Q99487 | recombinant PAFAH2, FP-rhodamine activity probe, fluorescence polarization | inhibition, % at 3.39 µM | actives 0.99% (n = 340,000);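 active means inhibition above the mean over all tested compounds plus 3 SD, cut at about 30% in these data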;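 further: inhibitors block probe labeling of enzyme so polarization drops; 0% = enzyme with DMSO and 100% = wells lacking PAFAH2 protein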
PAD4 FP inh = PAD4 (human) enzyme inhibition; Q9UM07; recombinant PAD4, RCA probe fluorescence polarization; inhibition, % at 6.36 µM; actives 0.41% (n = 330,000); AID 485272;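 active means percent inhibition above a cutoff equal to the mean of all tested compounds plus 3 SD, cut at about 15% in these data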;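 further: 0% = PAD4 with RCA probe and DMSO and 100% = probe without PAD4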
pPAFAH inh = inhibitors of human plasma PAF acetylhydrolase (pPAFAH); Q13093; recombinant pPAFAH, FP-rhodamine probe fluorescence polarization; inhibition, % at 3.39 µM; actives 1.5% (n = 330,000);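 active means inhibition above the mean inhibition across the screen plus 3 SD, cut at about 25% in these data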;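 further: inhibitors block binding of the rhodamine activity-based probe so polarization drops; 0% = enzyme with DMSO and 100% = wells lacking pPAFAH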
PME-1 primary = PME-1 (human) inhibition. AID 2130. recombinant PME-1, FP-Rh probe fluorescence polarization. Q9Y570. inhibition, % at 5.9 µM. actives 0.53% (n = 320,000);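 active means inhibition above the campaign mean of all compounds plus 3 SD, cut at about 26% in these data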;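 further: competitive labeling of PME-1 active site by serine hydrolase directed probe; 0% = PME-1 with DMSO and 100% = wells lacking PME-1 enzyme; inhibitors block probe labeling so polarization falls and inhibition rises; many of its hits are not listed in these tables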
LYPLA1 counter = blocks human lysophospholipase 1, a PME1 counter-screen | recombinant LYPLA1, FP-Rh probe fluorescence polarization | inhibition, % at 5.9 µM | O75608 | actives 0.16% (n = 320,000);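 active means inhibition above the mean of all tested compounds plus 3 SD, set per campaign, cut at about 14% in these data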;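 further: inhibitors block serine hydrolase probe labeling of LYPLA1 so polarization falls; 0% = enzyme with DMSO and 100% = wells lacking LYPLA1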
Target sequence (O75608 whole entry, looked up): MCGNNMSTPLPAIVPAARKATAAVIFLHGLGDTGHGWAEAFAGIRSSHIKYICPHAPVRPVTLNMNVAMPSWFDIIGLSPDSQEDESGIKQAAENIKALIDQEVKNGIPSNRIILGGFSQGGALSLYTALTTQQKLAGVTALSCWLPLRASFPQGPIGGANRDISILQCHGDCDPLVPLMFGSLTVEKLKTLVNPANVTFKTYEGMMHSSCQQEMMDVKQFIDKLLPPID
PAFAH1B2 inh = inhibitors of human PAFAH1B2 | P68402 | recombinant PAFAH1B2, FP-rhodamine activity probe, fluorescence polarization | inhibition, % at 3.39 µM | actives 1.2% (n = 340,000) | AID 492953;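 active means inhibition above the mean of all tested compounds plus 3 SD, cut at about 24% in these data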;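 further: 0% = enzyme with DMSO and 100% = wells lacking PAFAH1B2; many of its hits are not listed in these tables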
Active calls of the source: *; · = not tested or not shown. Only part of the results is shown (hit frequency here may not be typical).

1. COc1ccc(O)c2c(=O)c3c(OC)cc4c(c3oc12)C1C=COC1O4 (stereo unspecified)
2. O=C(c1cccn2c(=O)c3ccc(Cl)cc3nc12)N1CCC2(CC1)OCCO2
3. CCOC(=O)c1c(/N=C/c2c(O)n(-c3ccc(F)cc3)c(=S)[nH]c2=O)sc2c1CCCC2
4. CCC/C=N/O
5. Cc1ccc2c(c1)C1CN(C)CCC1N2C(=O)c1ccco1 (stereo unspecified)
6. C=CCn1c(O)c(C(CC)=NCc2ccco2)c(=O)[nH]c1=O
7. CCOC(=O)C1(c2ccccc2)CCN(CCC(=O)Nc2ccc(F)cc2)CC1
Assay by compound,1,2,3,4,5,6,7
GSTO1 counter,1,5,2,·,-1,4,·
Fam108B counter,-4,3,0,·,-4,10,·
PAFAH1B3 inh,1,0,-2,13,6,8,3
PAFAH2 FP inh,11,2,-3,3,0,-1,3
PAD4 FP inh,2,3,2,2,-1,7,1
pPAFAH inh,4,-2,6,-2,-4,-2,-1
PME-1 primary,-1,2,-3,-2,-6,11,10
LYPLA1 counter,-1,2,-5,1,-3,4,4
PAFAH1B2 inh,8,-3,-1,2,2,2,-2

Shown with bars between the fields: part of the list above
cpd | SMILES | GSTO1 counter | Fam108B counter | PAFAH1B3 inh | PAFAH2 FP inh | PAD4 FP inh | pPAFAH inh | PME-1 primary | LYPLA1 counter | PAFAH1B2 inh
1 | COc1ccc(O)c2c(=O)c3c(OC)cc4c(c3oc12)C1C=COC1O4 (stereo unspecified) | 1 | -4 | 1 | 11 | 2 | 4 | -1 | -1 | 8
2 | O=C(c1cccn2c(=O)c3ccc(Cl)cc3nc12)N1CCC2(CC1)OCCO2 | 5 | 3 | 0 | 2 | 3 | -2 | 2 | 2 | -3
3 | CCOC(=O)c1c(/N=C/c2c(O)n(-c3ccc(F)cc3)c(=S)[nH]c2=O)sc2c1CCCC2 | 2 | 0 | -2 | -3 | 2 | 6 | -3 | -5 | -1
4 | CCC/C=N/O | · | · | 13 | 3 | 2 | -2 | -2 | 1 | 2
5 | Cc1ccc2c(c1)C1CN(C)CCC1N2C(=O)c1ccco1 (stereo unspecified) | -1 | -4 | 6 | 0 | -1 | -4 | -6 | -3 | 2
6 | C=CCn1c(O)c(C(CC)=NCc2ccco2)c(=O)[nH]c1=O | 4 | 10 | 8 | -1 | 7 | -2 | 11 | 4 | 2
7 | CCOC(=O)C1(c2ccccc2)CCN(CCC(=O)Nc2ccc(F)cc2)CC1 | · | · | 3 | 3 | 1 | -1 | 10 | 4 | -2
